Dicer inh: human Dicer pre-microRNA cleavage inhibition. cat-ELCCA pre-miR-21 Dicer processing, chemiluminescence; active compounds read high. z-score at 25 µM. 47,000 tested, 6% active; in the data active = z-score above about 3, passing the limit was not always enough;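 note: plate controls were vehicle for no effect and no enzyme for full effect; higher signal means more uncleaved substrate so more Dicer inhibition; strong numbers were not always called active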
Target sequence (Q9UPY3 whole entry, looked up): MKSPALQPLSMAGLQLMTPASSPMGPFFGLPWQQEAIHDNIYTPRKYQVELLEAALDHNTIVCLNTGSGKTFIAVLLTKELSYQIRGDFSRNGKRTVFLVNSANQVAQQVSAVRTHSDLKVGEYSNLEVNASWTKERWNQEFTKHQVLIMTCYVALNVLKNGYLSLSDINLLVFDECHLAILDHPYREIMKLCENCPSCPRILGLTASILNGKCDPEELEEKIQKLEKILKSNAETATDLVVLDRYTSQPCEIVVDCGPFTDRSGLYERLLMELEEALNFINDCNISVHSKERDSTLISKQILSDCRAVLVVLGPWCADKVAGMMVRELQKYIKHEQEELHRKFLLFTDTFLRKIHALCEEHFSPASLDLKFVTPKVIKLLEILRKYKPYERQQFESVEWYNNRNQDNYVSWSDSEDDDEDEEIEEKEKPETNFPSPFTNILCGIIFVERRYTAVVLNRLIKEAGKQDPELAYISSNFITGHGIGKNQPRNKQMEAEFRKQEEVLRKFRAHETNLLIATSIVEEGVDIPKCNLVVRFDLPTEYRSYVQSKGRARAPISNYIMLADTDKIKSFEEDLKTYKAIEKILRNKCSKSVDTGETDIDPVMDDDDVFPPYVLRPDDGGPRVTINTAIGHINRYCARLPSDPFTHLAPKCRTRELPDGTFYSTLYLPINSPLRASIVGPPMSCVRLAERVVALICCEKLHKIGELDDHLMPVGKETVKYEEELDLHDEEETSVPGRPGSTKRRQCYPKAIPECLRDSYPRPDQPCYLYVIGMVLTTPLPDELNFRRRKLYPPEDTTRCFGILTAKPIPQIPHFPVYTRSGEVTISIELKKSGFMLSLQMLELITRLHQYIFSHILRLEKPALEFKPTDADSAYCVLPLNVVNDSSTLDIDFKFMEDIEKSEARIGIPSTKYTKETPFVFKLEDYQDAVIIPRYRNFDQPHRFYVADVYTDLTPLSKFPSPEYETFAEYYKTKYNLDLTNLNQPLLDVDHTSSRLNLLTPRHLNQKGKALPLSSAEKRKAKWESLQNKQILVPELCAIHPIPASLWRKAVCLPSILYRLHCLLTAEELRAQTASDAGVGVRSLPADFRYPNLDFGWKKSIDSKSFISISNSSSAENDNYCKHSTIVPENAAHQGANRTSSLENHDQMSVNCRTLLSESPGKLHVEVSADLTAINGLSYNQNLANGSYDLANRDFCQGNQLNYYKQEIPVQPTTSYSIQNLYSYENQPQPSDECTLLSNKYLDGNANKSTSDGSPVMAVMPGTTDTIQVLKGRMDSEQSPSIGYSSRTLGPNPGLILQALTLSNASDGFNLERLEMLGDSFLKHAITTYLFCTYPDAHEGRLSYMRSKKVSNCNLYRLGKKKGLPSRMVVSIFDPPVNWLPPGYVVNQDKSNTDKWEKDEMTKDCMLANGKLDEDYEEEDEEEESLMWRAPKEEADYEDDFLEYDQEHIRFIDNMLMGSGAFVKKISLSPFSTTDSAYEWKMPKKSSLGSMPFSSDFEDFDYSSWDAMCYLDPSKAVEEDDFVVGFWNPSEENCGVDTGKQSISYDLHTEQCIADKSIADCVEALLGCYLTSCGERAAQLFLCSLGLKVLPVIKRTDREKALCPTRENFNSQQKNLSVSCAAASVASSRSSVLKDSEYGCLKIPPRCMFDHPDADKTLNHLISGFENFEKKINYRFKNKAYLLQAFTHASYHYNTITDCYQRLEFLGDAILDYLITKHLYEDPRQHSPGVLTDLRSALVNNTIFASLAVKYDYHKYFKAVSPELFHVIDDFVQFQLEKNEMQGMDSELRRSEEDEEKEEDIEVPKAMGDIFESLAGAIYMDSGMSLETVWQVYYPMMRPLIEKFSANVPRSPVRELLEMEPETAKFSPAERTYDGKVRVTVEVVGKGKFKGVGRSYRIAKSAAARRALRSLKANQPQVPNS
Active calls of the source: *; & = joins results of further samples.

For O=C1OC(Nc2cccc(Cl)c2)c2ccccc21 (stereo not drawn) the results were Dicer inh -0.82.
For COc1cc(C2/C(=C(\O)c3ccc(Cl)cc3)C(=O)C(=O)N2Cc2cccnc2)ccc1O (stereo not drawn) the results were Dicer inh -0.52.
`CSC(=NCCC1CC1(Cl)Cl)NC#N` (stereo not drawn) gave Dicer inh -0.16.
For CSc1sc(C(=O)O)c2c1C(=O)CC(C)(C)C2 the results were Dicer inh 0.03.
CCOC(=O)c1c(C)oc2ccc(OC(=O)c3cc4ccccc4o3)cc12 was read as Dicer inh -0.27.
Screening COc1ccc2c(c1)Cc1sc(NC(=O)c3ccc(Br)cc3)nc1-2 returned Dicer inh -7.45.
`Cc1ccc(-c2nc(NCCCN(C)C)c3ccccc3n2)cc1` gave Dicer inh 7.78.
For Cc1ccccc1N1OC2C(=O)N(C)C(=O)C2C1c1cccs1 (stereo not drawn) the results were Dicer inh 0.43.
Screening CCc1ccc(NC(=O)NC(C)(C)C)cc1 returned Dicer inh -0.68.
Screening O=C(O)c1ccc2c3c([nH]nc13)-c1ccccc1C2=O returned Dicer inh -1.37.
`CC(C)(Sc1ccc(CCN(CCCCC2CCCCC2)C(=O)NC2CCCCC2)cc1)C(=O)O` gave Dicer inh 0.17.
Screening O=[N+]([O-])c1cc(C2SCCS2)ccc1SC1CCCCC1 returned Dicer inh 0.38.
For C=CCOC(=O)c1sc(N2C(=O)c3oc4ccccc4c(=O)c3C2c2ccc(C)o2)nc1C (stereo not drawn) the results were Dicer inh -0.43.
CC(C)(C)NCC(O)c1ccc(O)c(CO)c1 (stereo not drawn) was read as Dicer inh 0.74&0.79.
Cc1cc(C(=O)Nc2ccc(Cl)cc2)c(C)n1Cc1cccs1 was read as Dicer inh -1.13.
Screening C=CCN1C(=O)C(O)(CC(=O)c2cccs2)c2cc(Br)ccc21 (stereo not drawn) returned Dicer inh 1.36.
Screening COc1ccc(/C=C2\COc3ccc(C)cc3C2=O)cc1O returned Dicer inh 0.05.
`O=C1CSC(=O)N1c1ccc(C(F)(F)F)cc1` gave Dicer inh 3.93*.
For O=C1CCCC2=C1C(c1ccc3c(c1)OCO3)c1c([nH]n(-c3ccccc3)c1=O)N2 (stereo not drawn) the results were Dicer inh -1.04.
Screening Cc1ccc(CN2C(=O)C(O)(c3c[nH]c4ccccc34)c3cc(Br)ccc32)c(C)c1 (stereo not drawn) returned Dicer inh 2.04.
`CCCN1CN(Cc2ccco2)c2nc3ccccc3n2C1` gave Dicer inh -0.02.
Cc1nnc(SCC(=O)Nc2sc3c(c2C(=O)OC(C)C)CCCC3)s1 was read as Dicer inh 0.07.
Screening Cc1cc(C)n(-c2ccc(Sc3ccc(Cl)cc3)nn2)n1 returned Dicer inh -2.02.
COC(=O)c1cc(/C=N/NC(N)=O)cn1C was read as Dicer inh -0.45.
For CCOC(=O)c1cnc(NNC(=O)c2ccccc2C)nc1C(F)(F)F the results were Dicer inh 2.1.
`O=C1COc2ccc(-c3cc(-c4ccccc4)c4c(n3)-c3ccccc3OC4)cc2N1` gave Dicer inh -0.68.
For CC1CCC(C)N(C(=O)c2cc3n(n2)C(C(F)(F)F)CC(c2ccco2)N3)C1 (stereo not drawn) the results were Dicer inh 0.82.
Cc1cc(C)cc(NC(=O)Nc2ccc(S(=O)(=O)Nc3cc(C)on3)cc2)c1 was read as Dicer inh 1.1.
Screening Fc1ccc(CN2CSC(=S)N(Cc3ccc(F)cc3)C2)cc1 returned Dicer inh 0.7.
`Cc1cc(C)n2nc(C)c(-c3ccc(Cl)cc3)c2n1` gave Dicer inh 1.86.
`CCOC(=O)c1cnc(NNS(=O)(=O)c2cc(Cl)ccc2OC)nc1C(F)(F)F` gave Dicer inh 0.57.
Screening c1coc(-c2nc3ccccc3nc2-c2ccco2)c1 returned Dicer inh -0.72.
For FC(F)(F)c1ccc(Cl)c(NC(=S)NN=C2CCCCCC2)c1 the results were Dicer inh 2.4.
For O=C(NNC(=S)NCCc1ccccc1)c1ccncc1 the results were Dicer inh -0.08.
`COc1c(C(=O)Nc2cc(Cl)c(Cl)cc2Cl)csc1Cl` gave Dicer inh 0.08.
For Nc1nc(=O)n([C@@H]2CS[C@H](CO)O2)cc1F the results were Dicer inh -0.4.
Screening COc1ccc(OC)c(Nc2nc3nonc3nc2Nc2ccc(F)cc2)c1 returned Dicer inh 4.07*.
`CN1CCN(/C=N/c2ncc(C(F)(F)F)cc2Cl)CC1` gave Dicer inh -0.33.
For O=C(O)c1ccc(NS(=O)(=O)c2cccc3nsnc23)cc1 the results were Dicer inh 1.86.
COc1ccc(N2C(=O)CC(N3CCCCC3)C2=O)cc1 (stereo not drawn) was read as Dicer inh 0.16.
CC(C)(C)c1ccc(Cn2c(-c3nonc3N)nc3ccccc32)cc1 was read as Dicer inh 0.59.
Screening CCOC(=O)c1c(C)nn(-c2ccc(C(F)(F)F)cc2)c1C returned Dicer inh -0.88.
For NC(=O)c1ccc(-n2nnnc2SCc2ccccc2Br)cc1 the results were Dicer inh 3.99*.
`C=CCNC(=O)CSc1nnc(CSc2cccs2)n1C` gave Dicer inh 0.48.
`COc1ccc(C2CC(=O)C3=C(C2)Nc2ccccc2NC3c2ccc(F)c(F)c2)cc1OC` (stereo not drawn) gave Dicer inh 0.82.
For COC(=O)c1sc(N2CCOCC2)c(C#N)c1-c1ccc(Cl)cc1 the results were Dicer inh 1.29.
COc1ccc(OCC(O)CN2C(=O)c3ccccc3S2(=O)=O)cc1 (stereo not drawn) was read as Dicer inh -0.89.
Screening CCCOc1ccc(C2C(C(=O)OCC3CCCO3)=C(C)NC3=C2C(=O)CC(C)(C)C3)cc1OC (stereo not drawn) returned Dicer inh 0.48.
Screening Cc1ccc2nc(-c3cccnc3)oc2c1 returned Dicer inh 1.85.
Screening CC(=O)N1c2ccccc2NC(=O)C1(C)C returned Dicer inh 2.27.
Screening NC(=NC(=O)c1ccc(OCC(F)(F)F)nc1)c1ccccc1 returned Dicer inh -0.47.
For FC(F)(F)c1cccc(-c2noc(-c3cncc(C#Cc4ccccc4)c3)n2)c1 the results were Dicer inh 1.2.
Screening CSc1c(C#N)c(-c2cc(C(C)(C)C)oc2C)nn1-c1ccccc1 returned Dicer inh -2.19.
Screening c1ccc2c(c1)oc1c(N3CCN(C4CCCC4)CC3)ncnc12 returned Dicer inh -0.51.
For O=[N+]([O-])c1cc(C(F)(F)F)ccc1-n1ccc(C(F)(F)F)n1 the results were Dicer inh -0.94.
Screening O=C(Nc1ccc2ccccc2n1)c1ccccc1Cl returned Dicer inh 3.25*.
For Cc1ccccc1CN1C(=O)C(O)(CC(=O)c2ccc3c(c2)OCCO3)c2cc(Cl)ccc21 (stereo not drawn) the results were Dicer inh 2.58.
CCc1c(OS(=O)(=O)c2ccc(Br)cc2)c2ccccc2n(C)c1=O was read as Dicer inh -0.78.
For CCOC(=O)Cn1c(=O)ccc2c(C)cc(C)nc21 the results were Dicer inh -1.09.
COC(=O)c1cc(C)nc(Sc2ccccc2NC(C)=O)n1 was read as Dicer inh 1.64.
For Nc1ccc(CCc2nc3ccccc3o2)cc1 the results were Dicer inh 6.61*.
`CC(=O)c1ccc(Sc2ccccc2)c([N+](=O)[O-])c1` gave Dicer inh -0.94.
O=C1CC(=O)CC(c2ccc(Cl)cc2)C1 was read as Dicer inh -0.26.
O=C(Nc1cccc(-c2nc3ncccc3o2)c1)c1ccc([N+](=O)[O-])o1 was read as Dicer inh -0.2.
For CCOc1ccc(C2c3c(oc4ccc(C)cc4c3=O)C(=O)N2CCCN(C)C)cc1 (stereo not drawn) the results were Dicer inh -0.71.
CC(C)n1nc(C(C)(C)C)cc1C(C)(C)C was read as Dicer inh -0.12.
Screening Cc1cc(C)n(C(C)C(=O)Nc2ccccc2Cl)c(=O)n1 (stereo not drawn) returned Dicer inh 2.15.
COC(=O)C1=C(C)NC(=O)CC1c1ccc(OC)cc1 (stereo not drawn) was read as Dicer inh -0.24.
`Cc1ccc(Nc2nnns2)c(C)c1` gave Dicer inh -0.17.
Screening CCOc1ccc(C(=O)CC(SCc2ccc(Cl)cc2)C(=O)O)cc1 (stereo not drawn) returned Dicer inh -0.09.
`CC(=O)Oc1ccc(-c2coc3cc(OC(C)=O)cc(OC(C)=O)c3c2=O)cc1` gave Dicer inh -0.4.
For CCCN(CCC)Cc1nc2c(c(=O)[nH]1)C1(CCCC1)Cc1ccccc1-2 the results were Dicer inh 0.87.
`CN1CCN(CCCNC(=O)c2sc3ccccc3c2Cl)CC1` gave Dicer inh -0.58.
CSc1nc(-c2ccc(Cl)cc2)c(C#N)c(=O)n1C was read as Dicer inh -5.68.
C/C(=N\NC(N)=S)c1ccccc1O was read as Dicer inh 2.45.
For CCCNc1nc2c(c(=O)n(C)c(=O)n2C)n1Cc1cccc2ccccc12 the results were Dicer inh -1.22.
Screening COc1ccccc1C(=O)NNc1ncccc1C(F)(F)F returned Dicer inh 1.98.
Cn1cnc(S(=O)(=O)Nc2ccccc2SCc2c(F)cccc2Cl)c1 was read as Dicer inh 1.55.
`O=C(Nc1ccccn1)NC1CCS(=O)(=O)C1` (stereo not drawn) gave Dicer inh -0.15.
`CCOc1ccc(N2C(=O)c3cccc4cc([N+](=O)[O-])cc(c34)C2=O)cc1` gave Dicer inh 1.47.
CCOC(=O)c1c(CS(=O)(=O)c2ccccc2)n(C)c2cc(Br)c(O)cc12 was read as Dicer inh 1.36.
`CN1N=C2c3ccccc3CCC2C1c1ccc(F)cc1` (stereo not drawn) gave Dicer inh 0.59.
CCOC(=O)c1cc(C(=O)OC)c(C)nc1SCC(=O)OC was read as Dicer inh -0.76.
Cc1ccc(NC(=S)N(C)C)cc1F was read as Dicer inh -0.19.
COc1ccc(-n2c(/C=C/N(C)C)c([N+](=O)[O-])c3ccc(O)c(CN(C)C)c32)cc1 was read as Dicer inh 3.52*.
`N/C(=N\S(=O)(=O)c1ccc(Cl)cc1)N1CCOCC1` gave Dicer inh -0.5.
Cc1cc(N)n(C2CCOC(C)(C)C2)n1 (stereo not drawn) was read as Dicer inh -1.59.
COc1cc(NC(=O)Cn2nc(C(F)(F)F)c3c2CCCC3)c(OC)cc1Cl was read as Dicer inh -0.14.
For CC(=O)Nc1ccc(S(=O)(=O)Nc2cc(S(=O)(=O)N(C)C)ccc2C)cc1Cl the results were Dicer inh -0.26.
For COc1cc(C2Nc3ccc(C(=O)c4ccccc4)cc3NC3=C2C(=O)CCC3)ccc1OC(C)=O (stereo not drawn) the results were Dicer inh -0.22.
Screening CCOC(=O)C(NC(C)=O)(N1CCCCC1)C(F)(F)F (stereo not drawn) returned Dicer inh -1.11.
`O=C(OCCN(C1=NS(=O)(=O)c2ccccc21)c1ccccc1)c1cccs1` gave Dicer inh 0.97.
For C=CCc1ccc(OC(=O)NC2CCCCC2)c(OC)c1 the results were Dicer inh 1.05.
COc1ccc(/C(C)=N/N=C/c2cc(OC)c(OC)c(OC)c2)cc1 was read as Dicer inh -2.34.
COc1ccc(OS(=O)(=O)c2sc(Br)cc2Br)cc1 was read as Dicer inh 0.87.
For CSc1nnc2c(n1)OC(c1cccc(F)c1)N(C(C)=O)c1ccccc1-2 (stereo not drawn) the results were Dicer inh 0.38.
`Cc1nc2nc(C)n(-c3ccccc3)c2s1` gave Dicer inh -3.03.
`CCOC(=O)C1=C(C)Nc2sc(C(=O)c3ccc(F)cc3)c(N)c2C1c1ccc(C(=O)OC)cc1` (stereo not drawn) gave Dicer inh 0.03.
O=C(NCc1cccs1)C1CC(c2cccc(Br)c2)=NO1 (stereo not drawn) was read as Dicer inh -0.72.
Screening O=C(NNS(=O)(=O)c1ccccc1)c1csc2ccc(Cl)cc12 returned Dicer inh 0.6.
`COC(=O)C1=C(C)NC2=C(C(=O)CC(c3ccccc3)C2)C1c1cc(Cl)c(O)c(OC)c1` (stereo not drawn) gave Dicer inh 1.06.
For Cc1c(-c2nnnn2-c2ccc(F)cc2)cnc2cc3c(cc12)OCO3 the results were Dicer inh 0.02.
Screening O=C(Nc1cc(-c2ccccc2)[nH]n1)c1ccccc1F returned Dicer inh -2.53.
CCOC(=O)CCc1ccc2c(c1)NC(c1ccc(N(C)C)cc1)O2 (stereo not drawn) was read as Dicer inh 0.16.

In the list so far, 11 contain two or more sulfur atoms:
For CSc1sc(C(=O)O)c2c1C(=O)CC(C)(C)C2 the results were Dicer inh 0.03.
Screening O=[N+]([O-])c1cc(C2SCCS2)ccc1SC1CCCCC1 returned Dicer inh 0.38.
Cc1nnc(SCC(=O)Nc2sc3c(c2C(=O)OC(C)C)CCCC3)s1 was read as Dicer inh 0.07.
Screening Fc1ccc(CN2CSC(=S)N(Cc3ccc(F)cc3)C2)cc1 returned Dicer inh 0.7.
For O=C(O)c1ccc(NS(=O)(=O)c2cccc3nsnc23)cc1 the results were Dicer inh 1.86.
`C=CCNC(=O)CSc1nnc(CSc2cccs2)n1C` gave Dicer inh 0.48.
Cn1cnc(S(=O)(=O)Nc2ccccc2SCc2c(F)cccc2Cl)c1 was read as Dicer inh 1.55.
For CC(=O)Nc1ccc(S(=O)(=O)Nc2cc(S(=O)(=O)N(C)C)ccc2C)cc1Cl the results were Dicer inh -0.26.
`O=C(OCCN(C1=NS(=O)(=O)c2ccccc21)c1ccccc1)c1cccs1` gave Dicer inh 0.97.
COc1ccc(OS(=O)(=O)c2sc(Br)cc2Br)cc1 was read as Dicer inh 0.87.
Screening O=C(NNS(=O)(=O)c1ccccc1)c1csc2ccc(Cl)cc12 returned Dicer inh 0.6.

2 records drawn at random from those above:
Screening COc1ccc2c(c1)Cc1sc(NC(=O)c3ccc(Br)cc3)nc1-2 returned Dicer inh -7.45.
Screening O=C(O)c1ccc2c3c([nH]nc13)-c1ccccc1C2=O returned Dicer inh -1.37.

Screening results from PubChem.

Not all compounds are listed. The share of hits here may be higher or lower than overall.
